Salmonella PhoP GFP: Inhibition of PhoP regulon, Salmonella typhi GFP reporter cells, confirmation, 4 h (AID 1850); Salmonella Typhi PhoP-promoter GFP reporter, fluorescence, 4 h; higher % means a stronger effect; 0.33% of 310,000 active; inhibition, % at 50 µM, or IC50 in µM where a hit was titrated; in the data active = a potency from the dose series; inconclusive = inhibition mostly from about 25% at the one dose, without a potency; inactive = the rest, 99 in 100 with inhibition below about 19%;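 note: 0% = induced wells with vehicle and 100% = uninduced wells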
H37Rv inhibition: M. tuberculosis growth inhibition, HTS (AID 449762) | 0.59% of 330,000 active | inhibition, % at 25 µM; hits with a dose series show IC50 in µM | M. tuberculosis H37Rv growth inhibition, 7H9 media; higher % means a stronger effect; in the data active = a potency from the dose series; inconclusive = inhibition above about 70% without an active follow-up result;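 note: bacterial growth assessed after seven days of incubation; strong numbers were not always called active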
M. tuberculosis: growth inhibition of non-replicating M. tuberculosis (AID 488890); inhibition, % at 25 µM; hits with a dose series show IC50 in µM; Mycobacterium tuberculosis non-replicating, growth inhibition; higher % means a stronger effect; 0.39% of 320,000 active; in the data active = a potency from the dose series; inconclusive = inhibition mostly from about 82% at the one dose, without a potency; inactive = the rest, 99 in 100 with inhibition below about 76%;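 note: plate controls were DMSO cells for no effect and high antibiotic wells for full effect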
H1N1 NS1A inhibition: H1N1 influenza NS1A inhibitors, functional cell based assay (AID 504329); NS1A functional cell-based assay, percent inhibition; higher % means a stronger effect; 0.3% of 340,000 active; inhibition, % at 12.5 µM; hits with a dose series show IC50 in µM; in the data active = a potency from the dose series; inconclusive = inhibition above about 27% without an active follow-up result; note: strong numbers were not always called active
VEEV TC-83 Vero: inhibitors of VEEV TC-83 cytopathic effect, confirmation, Vero cells (AID 588727) | Vero cells, VEEV TC-83 cytopathic effect inhibition; higher % means a stronger effect | inhibition, % at 20 µM, or IC50 in µM where a hit was titrated | 0.13% of 350,000 active; in the data active = a potency from the dose series; inconclusive = inhibition mostly from about 14% at the one dose, without a potency; inactive = the rest, 99 in 100 with inhibition below about 12%; note: strong numbers were not always called active
VEEV TC-83 Vero 10K pilot screen: recorded beside VEEV TC-83 Vero, whose call it bears; inhibition, %; measured here: 10K pilot screen inhibition
The depositor's hits bear a star; i = inactive; ? = inconclusive; . = not tested or not shown. No enrichment for hits. Share with any hit: about 1.5%.

SMILES | Salmonella PhoP GFP | H37Rv inhibition | M. tuberculosis | H1N1 NS1A inhibition | VEEV TC-83 Vero | others
O=C(Nc1ccc(CN2CCCCC2)cc1)c1c(F)c(F)c(F)c(F)c1F | 3% | ? | 44% | 2% | i
O=C1N[C@@H](Cc2ccccc2)[C@@H](c2ccco2)O1 | -2% | 0% | -1% | -7% | i
O=C(COC(=O)c1cnccn1)Nc1ccc(Cl)cc1 | -8% | -3% | -7% | 9% | 5.7%
COc1cccc(N=Nc2c(N)[nH]n3c(=O)c4c(nc23)CCCC4)c1 | 0% | 41% | 16% | . | 12%
Cc1ccc(CSCC(Nc2ccc(C(=O)O)cc2[N+](=O)[O-])C(=O)O)cc1 (stereo not given) | -11% | 4% | 8% | -5% | i
Cc1ccc(C2C3=C(CC(C)(C)CC3=O)N(CCN3CCOCC3)C3=C2C(=O)CC(C)(C)C3)cc1 | 1% | 4% | 46% | 2% | 3.9% | VEEV TC-83 Vero 10K pilot screen=0.3
O=C1C(O)CC2c3ccccc3CC3(CCCC3)N12 (stereo not given) | -8% | -4% | 19% | -2% | 0.7%
COc1ccc2c(c1)c(CC(=O)OCC(=O)N(C)C)c(C)n2C(=O)c1ccc(Cl)cc1 | 3% | 6% | 9% | 5% | 9.3%
COc1ccc(-c2nc3c(-c4ccccc4)cnn3cc2C)cc1F | 0% | 3% | 14% | -5% | 0.8%
CC(=O)Oc1ccccc1C(=O)N(C1CCCCC1)C1CCCCC1 | 9% | 13% | 17% | -1% | i
O=C(CNS(=O)(=O)c1ccccc1)NCc1cccnc1 | -5% | -6% | -7% | 3% | 0.3%
CCNC(=O)COc1ccc(CC)cc1 | -1% | 1% | 51% | 4% | 0.7%
O=C(COC(=O)C1CCN(c2ccc(C(F)(F)F)cn2)CC1)NCc1ccc(Cl)cc1Cl | 0% | -1% | 8% | -4% | 2.8%
N#Cc1c(-c2ccccc2)c(-c2ccccc2)nn(CC(=O)NNC(=O)Nc2ccccc2)c1=O | 2% | -9% | 4% | 2% | 7.0%
Cc1oc(-c2cc3c(cc2Cl)OCO3)nc1CN1CCCC1c1ccc(F)cc1 (stereo not given) | -9% | 15% | 33% | 7% | i
COc1ccc(CNC(=O)C(=O)c2cn(CC(=O)N3CCCC3)c3ccccc23)cc1 | -12% | 1% | 7% | -4% | 6.2%
CC1CCCCC1NC(=O)c1nn(C)c(=O)c2ccccc12 (stereo not given) | -8% | -4% | 8% | 0% | 1.7%
O=[N+]([O-])c1ccc2c(c1)/C(=N\O)c1ccccc1-2 | 2% | 0% | 9% | -29% | 0.5%
O=C(/C=C/c1ccccc1)NCCc1c[nH]c2ccccc12 | 10% | 9% | 27% | 0% | 3.1%
CCN(CC)S(=O)(=O)c1ccc(N2CCc3cc(OC)c(OC)cc3C2)nc1 | 10% | 5% | 16% | -7% | 5.5%

Filtered by structure: those above containing an NH in an aromatic ring
SMILES | Salmonella PhoP GFP | H37Rv inhibition | M. tuberculosis | H1N1 NS1A inhibition | VEEV TC-83 Vero | others
COc1cccc(N=Nc2c(N)[nH]n3c(=O)c4c(nc23)CCCC4)c1 | 0% | 41% | 16% | . | 12%
O=C(/C=C/c1ccccc1)NCCc1c[nH]c2ccccc12 | 10% | 9% | 27% | 0% | 3.1%

Remaining list, next part.
SMILES | Salmonella PhoP GFP | H37Rv inhibition | M. tuberculosis | H1N1 NS1A inhibition | VEEV TC-83 Vero | others
COc1cccc(OCCNC(=O)CSc2ccc(C(F)(F)F)cc2[N+](=O)[O-])c1 | -5% | 12% | -9% | -10% | 0.5%
COC(=O)C1CN(C(=O)COc2ccccc2C)c2ccccc2O1 (stereo not given) | -9% | 7% | 70% | 19% | i
CC(C)(C)CNC(CO)C12CC3CC(CC(C3)C1)C2 (stereo not given) | 9% | -3% | 9% | -20% | 1.2%
CC1CCN(CC(=O)NC(=O)NCc2ccccc2)CC1 | -6% | -7% | 15% | -6% | 1.7%
CC1=CC(=O)C(C(C)=Nc2cccc(Cl)c2)C(=O)O1 (stereo not given) | . | . | . | -5% | i
COc1cccc(C(=O)Nc2nnc(-c3cccs3)o2)c1 | 17% | ? | . | 18% | 2.6%
CCN(CC)S(=O)(=O)c1ccc(OC)c(NC(=O)C(Cc2ccccc2)N2C(=O)c3ccccc3C2=O)c1 (stereo not given) | -7% | -18% | -3% | . | .
O=C(O)c1nc(NCc2ccccc2)ncc1Cl | -14% | 11% | 6% | -2% | i
COc1ccccc1C(=O)NC(=O)COC(=O)c1ccc(Br)o1 | . | . | . | -9% | 5.7%
CN(C)CCCN(C(=O)c1ccc2c(c1)CCCC2)c1nc2c(F)cccc2s1 | -2% | -4% | 56% | 16% | 8.9% | VEEV TC-83 Vero 10K pilot screen=4.8
Cc1[nH]n2c(=O)cc(C(C)C)nc2c1-c1ccccc1 | 0% | ? | ? | -12% | 1.5%
COc1ccc(CNCCC(c2ccc(OC(C)C)cc2)c2ccccc2OC)cc1 (stereo not given) | -5% | ? | ? | 13% | i
NC1=NC(=O)/C(=C/c2ccccc2OS(=O)(=O)c2ccc3ccccc3c2)S1 | -6% | -4% | 7% | 4% | i
CC(C)C[C@@H](CO)N1CCN(Cc2cccnc2)CCC1=O | -3% | -1% | 7% | 7% | 0.0% | VEEV TC-83 Vero 10K pilot screen=0.3
CCNC(=O)CSc1nc2ccccc2c(=O)n1OC | 5% | -4% | -4% | -18% | 1.0%
CC(NC(=O)c1cn(C)c2ccc(S(=O)(=O)N3CCCC3)cc2c1=O)c1ccccc1 (stereo not given) | 1% | 0% | -9% | 6% | 0.7%
Cc1cccc(C)c1NC(=O)CNC(=O)c1ccccc1OCc1ccccc1 | -5% | -3% | 0% | -13% | 2.9%
CCCC(CCC(=O)Nc1ccn(-c2ccccc2)n1)C(=O)O (stereo not given) | -3% | 12% | 1% | -13% | i
CCOC(=O)N1CCN(C(=O)c2ccc3c(=O)n(Cc4ccccc4OC)c(=S)[nH]c3c2)CC1 | . | -16% | 24% | -12% | 3.3%
Cc1ccnc2ccc(SC(F)(F)F)cc12 | -8% | 5% | 6% | -3% | 0.1%
CN1CCN(C(=O)c2ccc3c(c2)N(Cc2ccccc2)CCS3)CC1 | -12% | -7% | -8% | 0% | 2.8% | VEEV TC-83 Vero 10K pilot screen=0.3
CC(=O)c1ccc(OCc2cc(C(=O)N(C)C(C)c3nccs3)no2)cc1 (stereo not given) | . | . | . | 10% | i
CN1CCN(S(=O)(=O)c2ccc([N+](=O)[O-])cc2)CC1 | -5% | 5% | 7% | 0% | i
O=S(=O)(Nc1nc2ccccc2nc1Nc1ccc(N2CCOCC2)cc1)c1cc(Cl)ccc1Cl | 3% | 1% | -4% | 4% | 1.7%
O=C(COc1cc(Cl)c(Cl)cc1Cl)Nc1ccc([N+](=O)[O-])cc1Cl | -3% | 1% | -2% | -5% | 0.5%
Cc1ccc(C)c(NC(=O)CN(C)C(=O)c2ccc(S(=O)(=O)N3CCCCCC3)cc2)c1 | . | 0% | 21% | -9% | 1.2%
CC(=O)Nc1ccc(S(=O)(=O)NCC(=O)OCC(=O)N2CCCCCC2)cc1 | . | 2% | -16% | -2% | 4.4%
O=C(O)c1ccccc1C(=O)Nc1n[nH]c(=S)s1 | -7% | -11% | -10% | -7% | 0.1%
O=C(NCc1cccnc1)c1c(F)c(F)c(F)c(F)c1F | -13% | -8% | 7% | 10% | 5.6%
Cc1ccc(N2C(=O)CC(Sc3ccccc3C(=O)O)C2=O)cc1C (stereo not given) | 1% | -4% | 69% | -7% | 1.6%

Sorted by molar mass (low to high): some entries from above
SMILES | Salmonella PhoP GFP | H37Rv inhibition | M. tuberculosis | H1N1 NS1A inhibition | VEEV TC-83 Vero | others
O=[N+]([O-])c1ccc2c(c1)/C(=N\O)c1ccccc1-2 | 2% | 0% | 9% | -29% | 0.5%
CC(C)(C)CNC(CO)C12CC3CC(CC(C3)C1)C2 (stereo not given) | 9% | -3% | 9% | -20% | 1.2%
CC1=CC(=O)C(C(C)=Nc2cccc(Cl)c2)C(=O)O1 (stereo not given) | . | . | . | -5% | i
CC1CCCCC1NC(=O)c1nn(C)c(=O)c2ccccc12 (stereo not given) | -8% | -4% | 8% | 0% | 1.7%
O=C(NCc1cccnc1)c1c(F)c(F)c(F)c(F)c1F | -13% | -8% | 7% | 10% | 5.6%
O=C(CNS(=O)(=O)c1ccccc1)NCc1cccnc1 | -5% | -6% | -7% | 3% | 0.3%
Cc1cccc(C)c1NC(=O)CNC(=O)c1ccccc1OCc1ccccc1 | -5% | -3% | 0% | -13% | 2.9%
CCN(CC)S(=O)(=O)c1ccc(N2CCc3cc(OC)c(OC)cc3C2)nc1 | 10% | 5% | 16% | -7% | 5.5%
CC(=O)Nc1ccc(S(=O)(=O)NCC(=O)OCC(=O)N2CCCCCC2)cc1 | . | 2% | -16% | -2% | 4.4%
CN(C)CCCN(C(=O)c1ccc2c(c1)CCCC2)c1nc2c(F)cccc2s1 | -2% | -4% | 56% | 16% | 8.9% | VEEV TC-83 Vero 10K pilot screen=4.8
Cc1oc(-c2cc3c(cc2Cl)OCO3)nc1CN1CCCC1c1ccc(F)cc1 (stereo not given) | -9% | 15% | 33% | 7% | i
COc1ccc(CNC(=O)C(=O)c2cn(CC(=O)N3CCCC3)c3ccccc23)cc1 | -12% | 1% | 7% | -4% | 6.2%
CCN(CC)S(=O)(=O)c1ccc(OC)c(NC(=O)C(Cc2ccccc2)N2C(=O)c3ccccc3C2=O)c1 (stereo not given) | -7% | -18% | -3% | . | .

The listing continues.
SMILES | Salmonella PhoP GFP | H37Rv inhibition | M. tuberculosis | H1N1 NS1A inhibition | VEEV TC-83 Vero | others
COc1cccc(N2C(=O)CC(NNc3nc4ccccc4s3)C2=O)c1 (stereo not given) | 0% | -8% | -12% | -18% | 2.2%
Clc1ccccc1-c1nnc2sc(-c3ccc4c(c3)OCO4)nn12 | -6% | . | . | 6% | 1.0%
Nc1nc(SCC(=O)Nc2ccc3c(c2)CCC3)n[nH]1 | 26% | 3% | 2% | -6% | 0.3%
C[C@H](N)c1nnc(SCc2ccc(Cl)cc2Cl)o1 | -6% | -2% | 61% | -3% | 1.7% | VEEV TC-83 Vero 10K pilot screen=1.1
O=C(CSc1nnc(Cc2ccccc2)o1)Nc1ccc(Br)cn1 | -6% | 1% | 79% | -3% | 1.6%
CC(C)(C)c1ccc(C2C(C#N)=C(N)Oc3n[nH]c(-c4cccnc4)c32)cc1 (stereo not given) | 2% | 3% | 14% | 1% | i
O=c1c2nncn2c2cc(C(F)(F)F)ccc2n1CCNc1ncc(C(F)(F)F)cc1Cl | -22% | -2% | 1% | -1% | 8.8%
CS(=O)(=O)N1CCN(C2C3CC4CC(C3)CC2C4)CC1 (stereo not given) | 8% | 0% | 11% | -6% | 1.0%
CCOC(=O)CC1C(=O)NCCN1S(=O)(=O)c1ccc(OC)cc1 (stereo not given) | -16% | -4% | 2% | -1% | i
CCOC(=O)n1c(=O)n(Cc2ccc(Cl)c(Cl)c2)c2ccccc21 | 7% | -1% | 26% | 3% | 4.3%
COc1ccc(NC(=S)NC(=O)/C=C/c2ccco2)cc1 | -2% | 16% | ? | -12% | i
C#Cc1ccc([C@@H]2C=C(C(=O)N3CCOCC3)O[C@H](OCC)[C@H]2CCCO)cc1 | 0% | 2% | 23% | -3% | 0.6%
Cc1ccc(S(=O)(=O)N(C)C)cc1-n1c(SCC(=O)Nc2ccc(F)cc2)nc2ccccc2c1=O | -6% | -1% | . | 0% | 3.8%
COc1ccc(CN2CC(=O)N3[C@H]4c5ccc(OC)cc5OC[C@@H]4[C@H](c4ccccc4)[C@]3(C)C2=O)cc1 | . | 1% | 27% | -18% | 9.2%
COc1ccc(-c2oc3ccccc3c2C(=O)OCc2ccccc2)cc1 | 6% | 12% | -3% | -1% | 0.5%
CCOC(=O)C(C(C)=O)=C1SC2CS(=O)(=O)CC2S1 (stereo not given) | -8% | 3% | 4% | 7% | 0.2%
CCCn1c(NC(=O)c2ccc(Cl)c(S(=O)(=O)N3CCCC3)c2)nc2ccccc21 | 1% | ? | ? | 2% | 5.0%
Cc1ccc(C(C)C)c(OCC(=O)N/N=C2\CC(=O)CC(C)(C)C2)c1 | 4% | 8% | 4% | -1% | i
O=C1OC(CC(=O)N(Cc2nnc(-c3ccc(Cl)cc3)o2)C2CC2)c2ccccc21 (stereo not given) | . | -4% | -2% | -1% | 0.4%
Cc1ccc(N2C(=O)N(CC(=O)Nc3cc(C)cc(C)c3)C(=O)C2C)cc1 (stereo not given) | -7% | 3% | 36% | 4% | 1.3%
Clc1ccc(OCC#CCN2CCOCC2)cc1 | 11% | 5% | 39% | -2% | 0.5%
Fc1cc(F)cc(-c2oncc2-c2nnnn2-c2ccccc2)c1 | -1% | -6% | 1% | 2% | 0.5%

Assay outcomes: PubChem, Southern Research Specialized Biocontainment Screening Center
